HIF-2a inh = blocks HIF-2a reporter activity. 786-0 RCC cells HIF-2a reporter, luciferase luminescence, overnight. 360,000 compounds, 0.72% hits. AID 624352. inhibition, % at 18.8 µM;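 active = inhibition of the luminescence signal of 40% or more relative to plate controls, in a single-dose primary screen at 18.75 µM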
Peg3 prom inh = reduces Peg3 promoter-driven luciferase expression in HeLa; inhibition, % at 20 µM; AID 588405; HeLa PEG-Prom luciferase reporter, luminescence, overnight; 360,000 compounds, 1.7% hits;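 active = inhibition of at least 50% at 20 µM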
NR2E3 ag-1 = agonists of human nuclear receptor NR2E3 | Q9Y5X4 | GST-NR2E3/biotin-RetCOR TR-FRET, 1536-well | inhibition of corepressor binding, % at 4.78 µM | 320,000 compounds, 0.12% hits | AID 2300;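 active = percent inhibition above the cutoff of mean plus 3 SD of all tested compounds, set per screening campaign, cut at about 20% in these data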;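 also: 0% = DMSO wells and 100% = biotin wells as full block of FRET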
Target sequence (Q9Y5X4 whole entry, looked up): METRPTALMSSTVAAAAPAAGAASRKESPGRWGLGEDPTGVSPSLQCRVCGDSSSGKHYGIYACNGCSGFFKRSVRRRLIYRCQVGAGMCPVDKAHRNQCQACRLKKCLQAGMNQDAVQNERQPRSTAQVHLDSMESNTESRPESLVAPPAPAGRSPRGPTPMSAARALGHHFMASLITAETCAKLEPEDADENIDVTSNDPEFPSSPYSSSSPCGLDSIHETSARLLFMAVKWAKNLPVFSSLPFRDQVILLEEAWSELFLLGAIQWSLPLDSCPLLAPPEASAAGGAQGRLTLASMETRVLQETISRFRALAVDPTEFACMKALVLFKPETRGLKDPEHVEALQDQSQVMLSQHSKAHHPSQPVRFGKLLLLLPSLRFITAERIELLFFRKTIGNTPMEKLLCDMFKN
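Assay system: NR2E3–RetCOR corepressor complex. Quantity: 1.35 nM GST-NR2E3. Buffer or medium: pH 7.5 Tris-based buffer. Reagent: biotinylated RetCOR corepressor at 7 nM final. Schedule: 5 h at 4 °C. Detection: TR-FRET, emission read at 617 and 671 nm. Replicates: one well per compound, singlicate testing.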
NR2E3 ag-2 = human photoreceptor-specific nuclear receptor agonism | CHO-S Gal4-NCOR/VP16-NR2E3 two-hybrid, luciferase | inhibition of corepressor binding, % at 3.98 µM | AID 602229 | 360,000 compounds, 0.35% hits | Q9Y5X4;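 active = inhibition above the mean of all tested compounds plus 3 SD, cut at about 70% in these data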;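 also: 0% = DMSO with NR2E3 transfected cells and 100% = cells lacking NR2E3 construct; higher means lower luciferase signal from less NR2E3 corepressor binding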
Vif imaging = HIV Vif inhibition; HEK293T cells, Vif self-association by quenched fluorescence, imaging, 24 h; inhibition, % at 7.49 µM; 340,000 compounds, 0.35% hits; AID 602346; in the data active = inhibition above about 50%, passing the limit was not always enough; also: some results filed as inactive read as strong as hits
PDI turbidity = blocks human protein disulfide isomerase activity; PDI insulin aggregation turbidity, A650, 90 min; inhibition, % at 10 µM; 350,000 compounds, 0.052% hits; P07237; AID 588391;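 active = mean inhibition across replicates of 30% or more, whatever share of single replicates reach that level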;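 also: absorbance from insulin aggregation driven by PDI reduction with DTT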
Target sequence (P07237 whole entry, looked up): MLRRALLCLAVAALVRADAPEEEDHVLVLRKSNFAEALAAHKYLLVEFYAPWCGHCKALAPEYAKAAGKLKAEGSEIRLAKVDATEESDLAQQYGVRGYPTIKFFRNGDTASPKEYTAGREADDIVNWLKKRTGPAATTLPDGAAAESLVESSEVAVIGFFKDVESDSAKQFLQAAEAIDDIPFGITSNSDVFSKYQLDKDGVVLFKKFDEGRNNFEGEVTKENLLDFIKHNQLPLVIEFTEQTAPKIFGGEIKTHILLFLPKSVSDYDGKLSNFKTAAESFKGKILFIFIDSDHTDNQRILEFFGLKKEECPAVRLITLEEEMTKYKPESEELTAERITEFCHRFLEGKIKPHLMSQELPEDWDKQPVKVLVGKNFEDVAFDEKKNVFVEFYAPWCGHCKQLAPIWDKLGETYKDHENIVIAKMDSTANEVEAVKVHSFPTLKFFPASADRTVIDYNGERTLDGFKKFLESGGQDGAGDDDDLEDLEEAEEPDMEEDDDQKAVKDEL
hiPSC survival = increases survival of single human iPS cells | hiPSC single-cell survival, ATPlite luminescence; 100% = ROCK inhibitor wells, 0% = DMSO | survival enhancement, % at 20 µM | 360,000 compounds, 0.044% hits | AID 602274; in the data active = survival enhancement above about 18%;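 also: cells exposed to compounds for 16 hours before the ATP read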
aDG glyco up = increases alpha dystroglycan glycosylation; 360,000 compounds, 0.22% hits; activation, % at 10 µM; AID 624168; Pro5-aDG cells, alpha-DG glycosylation AlphaScreen (IIH6); 0% Pro5, 100% B10-LARGE cell signal;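 active = activation of at least 8% versus controls, or a plate z-score of at least 8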;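 also: Pro5 are CHO cells carrying HIG-tagged alpha-DG that lacks glycosylation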
TRPM1 prom inh = MITF TRPM1 promoter inhibition in SK-MEL-5 cells. 330,000 compounds, 0.83% hits. SK-MEL-5 TRPM1 promoter luciferase, 24 h. inhibition, % at 12.5 µM;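 active = mean inhibition across replicates of 60% or more, whatever share of single replicates reaches that level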; also: values of inactives mirror those of a sister screen read the other way
Exocytosis inh = blocks lytic granule exocytosis; 360,000 compounds, 0.66% hits; AID 651702; TALL-104 LAMP-1 surface exposure, flow cytometry; cells stimulated with thapsigargin and PMA; inhibition, % at 10 µM;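 active = inhibition above about 55%, limit read from the data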
CaV13 ICDI inh = Primary screen for inhibitors of IQ motif and Ca2+-dependent inactivation inhibitor domain binding in CACNA1D, Förster resonance energy transfer in living cells, …. 340,000 compounds, 0.098% hits. HEK cells, CFP/YFP FRET ICDI-IQ, plate reader, 10 min; percent FRET-ratio fall versus neutral wells. inhibition, % at 12.3 µM;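 active = mean replicate inhibition of at least 30% and at least 1% of replicates passing that level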;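 also: 0% = median of the neutral control wells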
Numbers without * were called inactive; / = not tested or not shown; & = joins results of further samples.

SMILES	HIF-2a inh	Peg3 prom inh	NR2E3 ag-1	NR2E3 ag-2	Vif imaging	PDI turbidity	hiPSC survival	aDG glyco up	TRPM1 prom inh	Exocytosis inh	CaV13 ICDI inh
CCN(CC)c1ccc(/C=C2/C(=O)ON=C2C)cc1	7	10	1	-12	-1	-1	-2.4	0.0	9	-1	-11
COc1ccc(Cl)cc1NC(=O)c1cc(-c2ccco2)on1	13	-3	3	6	-14	-9	-0.5	0.1	9	-7	-3
COc1cc2c(C#N)c(N3CCCC3)nc(N)c2c(N)n1	-2&2	-4&-32	0&0	-25&10	16&-9	6&-7	0.8&-0.7	-0.5&0.0	6&9	-7&9	-7&-4
Cc1onc(-c2c(F)cccc2Cl)c1C(=O)N1C=CC(C(F)(F)F)=NCC1	11	20	2	12	9	-7	-0.3	-0.3	-4	0	-4
CCc1nn(C(CC)C(=O)NCCc2ccc(OC)cc2OC)c(=O)c2cc3occc3n12 (stereo unspecified)	8	8	2	-36	4	-17	0.4	0.0	-4	0	-3
Cc1cc(C)n2nc(SCc3cc(=O)oc4ccc5ccccc5c34)nc2n1	18	15	0	-7	-8	0	-1.1	0.1	-17	-7	/
CCOC(=O)C1CCCN(CCC(=O)Nc2ccc(Br)cc2)C1 (stereo unspecified)	12	3	2	-19	1	11	0.6	0.1	3	13	-22
CCONC(=NC)c1nonc1N	21	10	2	23	13	-5	-2.0	-0.1	-5	12	-5
C/C(CCC1CC(C)(C)OC1=O)=N\NC(N)=S (stereo unspecified)	7	13	3	-25	1	-2	-0.3	0.1	-4	-2	-5
Cc1cccc(-c2csc(NC(=O)c3cnccn3)c2C(=O)OC(C)C)c1	12	4	-2	-34	-7	10	0.1	-0.2	7	-1	-4
Cc1ccccc1N=C1NC(=O)CC(c2ccccc2)S1 (stereo unspecified)	2	-10	-3	-30	0	-14	0.6	0.3	2	1	/
N#Cc1c(N)c(C#N)c(-c2ccc3c(c2)OCO3)c2c1CCCC2	20	9	2	9	1	0	-1.5	0.2	-2	0	-8
CC1C(C#N)=C(SCC(N)=O)NC2=C1C(=O)CC(C)(C)C2 (stereo unspecified)	-71	-47	6	-66	-13	7	0.3	0.1	6	-1	-6
CC(C)NCCOCCOc1ccccc1F	14	10	1	3	/	6	1.3	0.4	-9	-3	/
CC(=O)Nc1ccc(NC(=O)c2cc(-c3cc(C)cc(C)c3O)n[nH]2)cc1	-110	-86	-2	-31	-11	3	-0.5	0.7	-29	10	-6
COc1ccc(CC(=O)Nc2ccc3c(c2)CCC3)cc1OC	-26	-8	4	36	-19	-5	-0.6	3.2	13	-4	/
COC(=O)[C@H](Cc1c[nH]c2ccccc12)NCc1cccc(B(O)O)c1	-96	-63	/	-41	1	23	3.8	-0.2	-29	-5	-6
O=C(CCCCCn1c(=O)[nH]c2ccsc2c1=O)NCc1ccc2c(c1)OCO2	-2	-8	-1	0	0	-3	-2.4	-0.1	-2	-2	-4
CCC(C)(C)n1nnnc1C(c1cc2ccc(C)cc2[nH]c1=O)N(Cc1cccnc1)Cc1ccco1 (stereo unspecified)	18	17	3	-2	3	2	-1.4	0.4	10	-3	-9
CCN(CC(=O)Nc1ccc(OC)cc1)C(=O)c1cc(S(=O)(=O)N(C)C)ccc1N1CCCC1	22	22	3	4	-4	-2	-0.6	0.0	5	16	/
CCCC1NC(=O)NC(C)=C1C(=O)OCC (stereo unspecified)	12	11	1	14	16	-20	-1.4	-0.3	2	8	-3
Cc1cc(C)cc(NC(=O)COc2coc(CN3CCN(c4ccccc4)CC3)cc2=O)c1	0	16	2	-3	-2	-1	-0.5	0.2	17	4	-2
Cc1ccc(N(C(=O)CNC(=O)c2ccco2)C(C(=O)NC2CCCC2)c2ccncc2)c(C)c1 (stereo unspecified)	16	-3	1	-1	-17	-8	-0.4	0.0	12	7	-4
Cc1ccccc1OCc1nc2c3c(ncn2n1)-c1ccccc1CC31CCCC1	25	31	-2	-16	/	4	-0.6	0.5	-1	-3	-6
O=C(NCCOc1cccc(Oc2ccccc2)c1)c1cc(-n2cnnc2)ccc1Cl	-7	11	1	-3	-2	-5	1.0	0.3	-7	-1	-5

The list goes on; the last 2 above are carried over.
SMILES	HIF-2a inh	Peg3 prom inh	NR2E3 ag-1	NR2E3 ag-2	Vif imaging	PDI turbidity	hiPSC survival	aDG glyco up	TRPM1 prom inh	Exocytosis inh	CaV13 ICDI inh
Cc1ccccc1OCc1nc2c3c(ncn2n1)-c1ccccc1CC31CCCC1	25	31	-2	-16	/	4	-0.6	0.5	-1	-3	-6
O=C(NCCOc1cccc(Oc2ccccc2)c1)c1cc(-n2cnnc2)ccc1Cl	-7	11	1	-3	-2	-5	1.0	0.3	-7	-1	-5
Cc1noc(NS(=O)(=O)c2ccc(NC(=O)CSc3nc4ccccc4s3)cc2)c1C	-18	7	4	-28	/	-2	-0.4	-0.2	18	-2	-7
O=c1[nH]c2c(s1)C=Nc1ccccc1N2	-78	23	-31	-77	-2	-1	0.8	0.0	14	-8	-6
CC1(C(=O)Nc2ccc3c(c2)OCO3)Cc2c(-c3cccc(C(N)=O)c3)ccnc2O1 (stereo unspecified)	12	5	/	-52	-9	-1	-0.2	-0.4	/	11	-5
CCOC(=O)CCn1cc(F)c(=O)[nH]c1=O	12	5	-1	-14	-1	8	-0.3	-0.3	-6	-1	-6
N#Cc1c(C#N)c(-c2ccccc2)n(-c2ccccc2)c1N	-11	28	1	-1	0	2	-0.8	0.0	1	-2	-2
O=[N+]([O-])c1cccc2c(N3CCCC3)ccnc12	-16	-27	1	-1	10	6	-0.1	1.5	81*	-1	-1
N#Cc1ccc(CO/N=C/c2ccccc2)cc1	-32	-36	0	-20	-3	0	-2.6	0.5	1	-2	-3
COc1ccc(/C=C(/CC(=O)NCc2ccc(Cl)cc2)c2nc3ccccc3s2)cc1	-27	-16	0	-6	-3	3	3.6	0.2	-2	18	-9
COc1cccc(CNC(=O)c2ccc(NC(=O)C3CCCO3)cc2)c1 (stereo unspecified)	-13	-38	-5	-11	1	21	2.3	0.0	-12	-1	-7
Cc1cccc(COC[C@H](CC(C)C)N2CCN(C(=O)c3ccc(C(F)(F)F)cc3)CCC2=O)c1	7	/	/	3	/	/	0.6	0.0	/	-5	-6
COc1ccccc1CN1C[C@@H]2C[C@@H](c3cccc(C)n3)N3CCC[C@@]23C1=O	17	5	-4	-9	3	-11	2.4	0.2	5	0	9
COc1ccc(OCC(=O)NCc2n[nH]c(=O)c3ccccc23)cc1	10	7	1	3	1	2	0.5	0.0	2	-4	-7
CCc1nnc(NC(=O)c2ccc(S(=O)(=O)N(CC)CC)cc2)s1	-32	-16	0	19	7	/	-0.2	-0.1	-6	-11	-8
CCCCn1c(N)c(N(CC(C)C)C(=O)CSc2ccccc2C)c(=O)[nH]c1=O	7	2	1	2	3	3	0.5	0.8	-1	-2	-2
CCOc1ccccc1NC(=O)C(OC(=O)c1ccccc1)c1ccccc1 (stereo unspecified)	13	17	-4	1	2	8	-1.4	0.4	-3	-1	-2
CN1C(=O)/C(=C\c2cc(N=Nc3ccccc3)ccc2O)SC1=S	-33	-26	1	-29	-2	-2	4.5	-0.1	18	-6	/
Cc1ccc(CNC(=O)C2CC(=O)N(C3CCCC3)C2)cc1 (stereo unspecified)	5	-2	1	-1	-2	0	-1.3	-0.1	1	-2	-5
S=C(N/N=C/c1ccco1)NC1CC2CCC1C2 (stereo unspecified)	-201	-139	1	-55	-5	4	-0.1	0.2	-21	2	-3
CCOC(=O)Cn1c(=O)oc2cc(S(=O)(=O)NCCc3ccc(C)cc3)ccc21	-2	15	2	1	10	-2	-0.1	0.9	-9	-2	-7
COC(=O)[C@@]1(Cc2ccc(F)cc2)[C@H]2c3cc(C(=O)N4CCCC4)n(Cc4ccc(S(C)(=O)=O)cc4)c3C[C@H]2CN1C(=O)c1ccccc1	4	/	/	-18	/	/	-0.6	0.0	/	-2	-7
O=C(NCCc1ccccc1)C1CCC(Cn2c(=O)c3ccccc3n(Cc3cccnc3)c2=O)CC1 (stereo unspecified)	3	10	0	-6	-8	0	0.7	0.1	9	1	-5
COc1ccc(/C=N/NC(=O)CN(C)S(=O)(=O)c2ccc(NC(C)=O)cc2)cc1	12	4	-1	10	-5	0	-0.1	0.0	-5	1	-5
NC(Cc1ccc(F)cc1)c1csc(Nc2cc(NCc3ccco3)ncn2)n1 (stereo unspecified)	14	70*	/	-20	-1	-9	-1.3	2.5	/	-2	-4
CN1C(=O)C(c2nnc(Nc3cccc4ccccc34)s2)C2CC1(C)Oc1ccccc12 (stereo unspecified)	29	4	-2	-40	-2	-5	-0.5	-0.1	8	2	-5
Cc1ccc(/C=N/NC(=O)c2cc(C)oc2C)o1	-50	-39	-1	-59	/	13	13	0.0	-17	-3	-5

The results go on.
SMILES	HIF-2a inh	Peg3 prom inh	NR2E3 ag-1	NR2E3 ag-2	Vif imaging	PDI turbidity	hiPSC survival	aDG glyco up	TRPM1 prom inh	Exocytosis inh	CaV13 ICDI inh
COc1ccc2c(c1)c(C(C)=O)c(C)n2C	8	-5	-6	-56	-3	-17	-0.5	-0.1	-4	2	-15
O=C(COc1cccc2cccnc12)N1CCc2ccccc2C1	-1	-12	2	11	/	-2	0.4	0.0	2	1	/
CC(C)c1cc(-c2cc(-c3ccc(Cl)cc3)on2)nc(NCC2CC2)n1	-10	-10	0	-23	1	-2	-2.1	0.4	-10	3	-10
COc1cccc(=O)c2c(C)n(-c3ccc(C(=O)O)cc3)c(C)c12	5	-5	15	-8	-2	3	-0.1	-0.1	-3	2	-7
O=C(O)c1ccc(Cl)c(NCc2cccs2)c1	17	10	1	-11	18	5	0.7	-0.2	-2	0	1
C#CCN1C=CC(=O)[C@@H](OC(=O)Nc2ccc(OC)cc2)[C@H]1c1ccccc1Br	8	0	/	-18	4	-8	-2.6	0.1	0	-1	-5
Clc1ccccc1-c1cccc2nccn12	-22	-29	/	5	-11	13	-0.6	0.1	/	3	-9
Cc1cccc2cc3c(nc12)-c1ccccc1C3=O	-226	-142	2	-28	0	-4	-0.3	0.1	-12	-10	-5
c1ccc(COc2ccc(OCCCn3cncn3)cc2)cc1	-105	-189	1	-100	1	-2	-1.6	0.4	-59	3	0
Cc1ccc(-c2csc(NNC(=O)c3ccccc3)n2)cc1	-90	-51	-2	-23	4	-1	0.3	-0.4	-2	-4	-3
COC(=O)COc1ccc(C)cc1-n1nc2ccccc2n1	18	8	3	-5	-3	5	0.5	0.7	1	-6	1
O=C(CN1C(=O)NC2NC(=O)NC21)N/N=C/c1ccccc1O (stereo unspecified)	1	-6	3	6	-1	4	2.3	-0.4	1	1	-2
Cc1ccccc1-n1c(SCC(=O)c2cc(C)n(C)c2C)nnc1-c1ccncc1	12	2	-1	-30	-12	1	2.5	0.0	-1	-2	-5

Marked active in Peg3 prom inh, of those listed so far:
Molecule | HIF-2a inh | Peg3 prom inh | NR2E3 ag-1 | NR2E3 ag-2 | Vif imaging | PDI turbidity | aDG glyco up | TRPM1 prom inh | Exocytosis inh | CaV13 ICDI inh
NC(Cc1ccc(F)cc1)c1csc(Nc2cc(NCc3ccco3)ncn2)n1 (stereo unspecified) | 14 | 70* | / | -20 | -1 | -9 | 2.5 | / | -2 | -4

High-throughput results deposited in PubChem by several laboratories.
